Lipid droplet: hepatic lipid droplet formation modulation; AML12 mouse hepatocytes, oleate lipid droplets, BODIPY imaging; actives 0.4% (n = 240,000); inhibition, % at 6.5 µM;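 active = lipid droplet intensity inhibited by at least 50%, with more than 500 cells counted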
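Assay system: AML12 hepatocytes (mouse) / Also added: 100 µM oleic acid challenge / Times: overnight treatment with compound plus oleate / Detection: high-content imaging of BODIPY-stained droplets and DAPI nuclei / Evaluation: % inhibition of lipid droplet signal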
T cell modulator: T cell immune modulation candidate | 2C CD8+ T cell-vesicle binding, flow cytometry; hits give low values | calls only at 7 µM | actives 0.068% (n = 330,000) | AID 2052;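 active = response, share of CD8 T cells binding vesicles, and their 90th percentile fluorescence all below set limits, cut at about 80% in these data, passing the limit was not always enough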
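Incubation: binding step 1.5 h, 37 °C, antibody labelling 20 min, ice; system: murine 2C transgenic CD8+ T lymphocytes; technique: cytometric PE anti-B7-1 and Alexa647 anti-CD8 signals after 1% paraformaldehyde fixation; also added: QL9-charged Drosophila Ld/ICAM-1/B7-1 vesicles; control set: naked versus QL9-loaded vesicles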
Lipid droplet cells 6.5 µM: also measured in Lipid droplet; calls as there; cell count; measured here: cell count, cytotoxicity flag;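 cells counted across two imaged fields per well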
T cell modulator vesicle-bound %: also measured in T cell modulator; calls as there; double positive events, %; measured here: CD8+ vesicle-bound cell fraction;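 binding gate set so that unloaded-vesicle control wells show 10% double positive cells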
Numbers without * were called inactive; i = inactive.

SMILES	Lipid droplet cells 6.5 µM	T cell modulator vesicle-bound %	T cell modulator	Lipid droplet
CC1CSC(N(C(=O)c2ccc(S(C)(=O)=O)cc2)c2ccc(Cl)cc2)=N1 (stereo unspecified)	673	63.3	i	5.9
COc1ccc(CNC(=O)CSc2nc3ccc(OC)cc3[nH]2)cc1	805	58.4	i	15.5
O=C(NC1CCCC1)C(c1ccccn1)N(Cc1ccc(F)cc1)C(=O)c1csnn1 (stereo unspecified)	792	23.1	i	-1.7
Cc1ccc(-n2nc3c(c2NC(=O)C2CCCC2)CS(=O)(=O)C3)cc1	738	49.5	i	-1.3
CSc1ccc(S(=O)(=O)N2CCC(C(=O)NCc3ccncc3)CC2)cc1	726	20.3	i	22.9
CC(=O)Nc1ccc(Nc2nnc(-c3ccc(O)cc3)c3ccccc23)cc1	853	20.1	i	-15.0
CC(=O)c1ccc(NC(=O)Cc2cccs2)cc1	797	6.8	i	44.7
COc1ccc(C(=O)NNC(=S)NC(=O)c2cccs2)cc1	738	38.9	i	-25.0
COc1ccc(NC(=O)CC2(CC(=O)O)CCCC2)cc1	405	32.9	i	-0.8
O=C(Cn1c(NCCO)nc2ccccc21)c1ccc(F)cc1	807	36.6	i	0.4
C[C@@H]1CN(C(=O)c2cc(COc3cccc(C(F)(F)F)c3)on2)C[C@H](C)O1	705	63.1	i	-2.4
Cc1c(C)n(C)c2ccc(C(=O)NCCCN3CCN(C)CC3)cc12	752	45.1	i	4.8
CN(CC(=O)Nc1ccc(F)c(F)c1F)C(=O)Cc1ccc2c(c1)OCCO2	799	9.7	i	-12.5
O=C(O)CN1C(=O)/C(=C\c2cccc(OCc3ccc(F)cc3)c2)SC1=S	834	29.3	i	-1.2
COc1ccc(CCNC(=O)Oc2ccccc2)cc1OC	708	62.5	i	29.9
CCOc1ccccc1NS(=O)(=O)c1ccc(-n2cccn2)cc1	801	56.4	i	11.5
COc1ccc(NC(=O)Nc2c(C)n(C)n(-c3ccccc3)c2=O)cc1OC	856	4.1	i	19.7
O=C(Cc1ccc(Cl)c(Cl)c1)NC1CCCCCC1	782	30.6	i	18.6
COc1ccc(CCNS(=O)(=O)c2ccc(OC)c(OC)c2)cc1OC	798	33.5	i	-7.3
CN(Cc1nccn1C)C(=O)CC1C(=O)NCCN1Cc1ccc(F)cc1Cl (stereo unspecified)	882	9.4	i	4.3

Arranged by formula weight (high to low): part of the list above.
SMILES	Lipid droplet cells 6.5 µM	T cell modulator vesicle-bound %	T cell modulator	Lipid droplet
O=C(O)CN1C(=O)/C(=C\c2cccc(OCc3ccc(F)cc3)c2)SC1=S	834	29.3	i	-1.2
COc1ccc(CCNS(=O)(=O)c2ccc(OC)c(OC)c2)cc1OC	798	33.5	i	-7.3
Cc1ccc(-n2nc3c(c2NC(=O)C2CCCC2)CS(=O)(=O)C3)cc1	738	49.5	i	-1.3
COc1ccc(CNC(=O)CSc2nc3ccc(OC)cc3[nH]2)cc1	805	58.4	i	15.5
Cc1c(C)n(C)c2ccc(C(=O)NCCCN3CCN(C)CC3)cc12	752	45.1	i	4.8
COc1ccc(CCNC(=O)Oc2ccccc2)cc1OC	708	62.5	i	29.9

Continued:
SMILES	Lipid droplet cells 6.5 µM	T cell modulator vesicle-bound %	T cell modulator	Lipid droplet
COc1ccccc1C(=O)Nc1ccnn1C1CCN(C(=O)C(C)(C)C)CC1	797	51.4	i	8.0
CCC1CCC(C(=O)NC(C(=O)NCCN2CCOCC2)C(C)C)CC1 (stereo unspecified)	818	22.7	i	-0.4
COc1ccc(CNC(=O)Cn2nc(C)n3cccc3c2=O)cc1	710	9.9	i	6.4
O=C(NCC(=O)N1CCN(c2ccccc2)CC1)c1ccco1	828	69.9	i	-9.1
O=C(CCCN1C(=O)C(c2ccccc2)Oc2cccnc21)Nc1ccccc1Cl (stereo unspecified)	736	8.3	i	-2.1
COc1ccc(CCNC(=O)c2c(C)nn(-c3ccccc3)c2Cl)cc1	795	4.5	i	-25.3
COC(=O)c1ccccc1NC(=O)CSc1n[nH]c(-c2ccncc2)n1	813	13.9	i	2.2
Cc1ccc(C(C)NC(=O)Cc2cccs2)cc1C (stereo unspecified)	659	59.7	i	-7.7
N#Cc1ccc(S(=O)(=O)NCC(=O)OCC(=O)NCCc2ccccc2)cc1	830	54.1	i	28.7
Cc1c(C(=O)c2ccc(F)cc2F)c2ccccn2c1CCC#N	846	4.7	i	-39.7
Cc1ccc(OCCC(=O)OCC(=O)Nc2cc(C)cc(C)c2)cc1	815	17.9	i	-1.6
Cc1cc(=O)oc2cc(OCC(=O)N3CCN(c4ccccc4)CC3)c(Cl)cc12	737	20.9	i	12.9
CCc1ccccc1Nc1nc(-c2cccnc2)cs1	826	50.5	i	1.2
CC(=O)Nc1ccc(NC(=O)C2C3C=CC(C3)C2C(=O)O)cc1 (stereo unspecified)	823	60.3	i	4.6
COc1ccc(OCc2cc(C(=O)N3CCN(CC(=O)N(C)C)CC3)no2)c(Cl)c1	712	10.1	i	15.1
COc1ccc(Cc2nc3ccc(C(=O)N(C)CCCN4CCOCC4)cc3o2)cc1	724	56.1	i	1.5
COC(=O)CC1COc2ccccc2N1S(=O)(=O)c1ccc(OC)cc1 (stereo unspecified)	823	54.0	i	-25.7
Cc1ccc(N2CC(C(=O)NC(C)CCc3ccccc3)CC2=O)cc1 (stereo unspecified)	790	65.0	i	-2.0
CC(=O)N/N=C/c1ccccc1OCCOc1cccc(C)c1	804	27.7	i	-5.3
O=C1c2cccc3cccc(c23)C(=O)N1c1ccccc1Cl	805	56.9	i	1.0

For reference, 2 of the compounds above:
SMILES	Lipid droplet cells 6.5 µM	T cell modulator vesicle-bound %	T cell modulator	Lipid droplet
Cc1ccc(OCCC(=O)OCC(=O)Nc2cc(C)cc(C)c2)cc1	815	17.9	i	-1.6
Cc1cc(=O)oc2cc(OCC(=O)N3CCN(c4ccccc4)CC3)c(Cl)cc12	737	20.9	i	12.9

(more compounds)
SMILES	Lipid droplet cells 6.5 µM	T cell modulator vesicle-bound %	T cell modulator	Lipid droplet
Cc1cc(C)cc(OCC(O)CN2CC(C)OC(C)C2)c1 (stereo unspecified)	791	55.6	i	-1.9
CCOC(=O)C1CCN(C(=O)Cn2cnc3sc(C)c(S(=O)(=O)N4CCOCC4)c3c2=O)CC1	757	43.3	i	17.9
COc1cccc(CNC(=O)C2CCN(S(=O)(=O)c3ccc4c(c3)CC(C)N4C(=O)C3CC3)CC2)c1 (stereo unspecified)	818	10.1	i	-2.0
C/C(=N\NC(=O)c1ccccc1N)c1ccc(NC(=O)Cc2ccccc2)cc1	824	55.0	i	-4.3
CCCCNC(=O)c1cc2c(=O)n(CC)c3ccccc3c2s1	412	48.2	i	6.0
COc1cccc(-c2nc3ccc(C(=O)N4CCCC(O)C4)cc3o2)c1 (stereo unspecified)	762	69.2	i	-1.1
COc1ccc(N2CCN(C(=O)c3ccc(CS(=O)Cc4ccc(Cl)cc4)o3)CC2)cc1 (stereo unspecified)	647	22.7	i	-1.3
O=C(Nc1nc2ccccc2[nH]1)c1cccc(Br)c1	765	16.6	i	1.9
CCC(=O)N1CCc2cc(S(=O)(=O)NCCC(=O)N3CCN(c4ccccc4)CC3)ccc21	690	8.7	i	11.9
CCN(C(=O)COC(=O)CN(C)S(=O)(=O)c1ccc(NC(C)=O)cc1)C1CCS(=O)(=O)C1 (stereo unspecified)	849	25.4	i	10.5
C=CCOc1cccc(C(=O)/C=C2/C(=O)Nc3ccccc32)c1	764	57.2	i	1.5
CCCOc1ccc(C(=O)N/N=C/c2c[nH]c3ccc(Br)cc23)cc1	795	60.0	i	-21.2
COc1ccccc1N1N=C(c2ccc([N+](=O)[O-])cc2)CC1c1ccccc1 (stereo unspecified)	778*	57.8	i	66.7*
CCOc1ccc(/C=N/N2CCN(Cc3ccccc3)CC2)cc1	810	61.9	i	-17.5
CC(C)Cc1ccccc1O	836	14.6	i	-3.1
COc1ccccc1N1CCN(C(=S)Nc2ccc(F)cc2)CC1	856	58.6	i	-1.2
Cc1ccc(NC(=S)N2CCC(NC(=O)c3ccccc3)CC2)cc1	813	45.7	i	-2.8
Cc1ccc(NC(=O)C2=CC(c3ccc(C)cc3)=NS(=O)(=O)N2C)cc1	740	18.1	i	-3.8
CCCCN(C(=O)CCC(=O)Nc1cc(C)on1)C(C(=O)NC1CCCC1)c1cccc(OC)c1 (stereo unspecified)	685	48.8	i	6.5
CCOc1ccccc1NC(=O)CCC(=O)Nc1nnc(C2CCCCC2)s1	769	16.9	i	25.5
CCCCNC(=O)CSc1nc(Cc2ccccc2)nc2ccccc12	907	38.7	i	-13.6
O=C(NCC1CCCO1)c1ccc(Cl)c(S(=O)(=O)N2CCOCC2)c1 (stereo unspecified)	805	44.2	i	-1.3
CC(=O)N1CC(C)Oc2ccc(S(=O)(=O)NC(CC(=O)O)c3ccccc3)cc21 (stereo unspecified)	775	40.7	i	30.1
COc1ccc(C(=O)NN2CCOCC2)cc1[N+](=O)[O-]	801	8.4	i	-1.9
Cc1ccc2c(c1)N(CC(=O)N1CCCC1)C(=O)CO2	794	53.6	i	17.5
CCc1ccccc1NC(=O)NNC(=O)c1ccc2ccccc2c1O	815	26.9	i	-2.5
Cc1cc(NC(=O)CC(C)C)c(=O)n(Cc2c(F)cccc2Cl)c1	854	63.0	i	-8.4
CC(Sc1nnc(CC(=O)Nc2ccccc2F)n1C)C(=O)Nc1nccs1 (stereo unspecified)	713	38.5	i	11.3
CCOc1ccccc1C(=O)Nc1ccc2nc3n(c(=O)c2c1)CCCCC3	680	8.4	i	5.6
COc1cc(/C=N/NC(=O)c2cccnc2)ccc1OC(=O)c1cccc(Br)c1	669	13.5	i	-11.9
COc1ccc(-n2c(SCC(=O)NCC3CCCO3)nc3c(c2=O)SCC3)cc1OC (stereo unspecified)	731	70.7	i	22.7
O=c1[nH]c(COc2ccc(Cl)cc2Br)nc2ccccc12	792	10.1	i	-3.2
COc1cc2c(cc1OC)C(C)N(C(=O)CCc1c[nH]c3ccccc13)CC2 (stereo unspecified)	821	41.4	i	12.9
Cn1nnnc1NC(=O)c1ccccc1Cl	818	44.1	i	-7.1
O=C(Nc1ccc2c(c1)C(=O)NC2=O)c1cccc(Cl)c1	731	42.2	i	6.4
Cc1cc2c(cc1S(=O)(=O)Nc1ccc(F)cc1)n(C)c(=O)c(=O)n2C	793	34.0	i	40.3
COc1cc(NC(=O)C(c2ccccc2)c2ccccc2)c(C(=O)O)cc1OC	800	30.4	i	-1.0
CCOc1ccc(NS(=O)(=O)c2cc(C(=O)N3CCN(C(C)=O)CC3)ccc2Cl)cc1	671	16.2	i	-7.6
CCOC(=O)N1CCN(S(=O)(=O)N2CCCC(C(=O)NCCCN3CC(C)CC(C)C3)C2)CC1 (stereo unspecified)	720	20.7	i	-1.3
CC(C)C(C)(C#N)NC(=O)CN1C(=O)NC2(CCCc3ccccc32)C1=O (stereo unspecified)	661	61.7	i	15.1
COc1ccc(CC2(CO)CCN(S(=O)(=O)c3cccc4cccnc34)CC2)cc1	844	55.2	i	-11.7
CCCS(=O)(=O)c1nc(S(=O)(=O)c2ccc(C)cc2)c(NCCCn2ccnc2)s1	749	6.6	i	-22.6
Cc1ccc(C(=O)OCC(=O)N(C)c2ccccc2)c(C)c1	796	20.3	i	-15.3
CNC(=S)N(CCCO)Cc1cc2cc3c(cc2[nH]c1=O)OCO3	843	32.4	i	-0.1
COc1cccc(C(=O)Cn2c(NCCCO)nc3ccccc32)c1	792	7.7	i	-4.0
CSc1ccccc1OCc1cc(C(=O)NCc2csc(C(C)C)n2)no1	705	43.5	i	-6.4
COc1ccccc1C(=O)Nc1nnc(CCc2ccccc2)s1	810	61.6	i	-5.4
O=C(OCc1ccc(Cl)c(Cl)c1)c1cccnc1Cl	828	26.4	i	8.0
O=C(N/N=C/c1ccc(Cl)cc1Cl)c1cccc(N2CCCC2=O)c1	803	22.8	i	0.4
COc1ccc(CNC(=O)[C@H](C)NC(=O)C2CC(=O)N(c3ccc(OC)cc3)C2)cc1 (stereo partly specified)	759	2.2	i	0.5
CCS(=O)(=O)Nc1ccc(C2=NN(S(=O)(=O)CC)C(c3cccs3)C2)cc1 (stereo unspecified)	728	26.0	i	-4.2
CCC(=O)N1CCc2cc(S(=O)(=O)NCCC(=O)NCc3ccccc3Cl)ccc21	680	32.2	i	-8.1
CC(/C=N/NC(=O)c1ccc(Cn2cc([N+](=O)[O-])cn2)o1)=C\c1ccccc1	680	17.1	i	4.7
Cc1nc2c(nnn2Cc2ccccc2Cl)c(=O)[nH]1	786	36.7	i	-2.2
COC(=O)C(C)Oc1ccc(Cc2ncc(C(F)(F)F)cc2Cl)cc1 (stereo unspecified)	807	10.9	i	-18.8
CCOc1ccc(C2NC(=O)NC(C)=C2C(=O)OCc2ccccc2)cc1 (stereo unspecified)	842	43.8	i	1.8
Cc1ccccc1C(=O)NNC(=S)NC(=O)c1cccs1	658	25.0	i	-14.6

Screening results from PubChem BioAssay.

Some of the compounds tested. The share of hits here may be higher or lower than overall.
